TRHR agonist – agonists of human TRH receptor. P34981. TRHR cells, calcium flux fluo-8, FDSS agonist mode. activation, % at 2 µM. 360,000 tested, 0.18% active. AID 493084; in the data active = activation above about 30%; also: 0% is about no effect
Target sequence (P34981 whole entry, looked up): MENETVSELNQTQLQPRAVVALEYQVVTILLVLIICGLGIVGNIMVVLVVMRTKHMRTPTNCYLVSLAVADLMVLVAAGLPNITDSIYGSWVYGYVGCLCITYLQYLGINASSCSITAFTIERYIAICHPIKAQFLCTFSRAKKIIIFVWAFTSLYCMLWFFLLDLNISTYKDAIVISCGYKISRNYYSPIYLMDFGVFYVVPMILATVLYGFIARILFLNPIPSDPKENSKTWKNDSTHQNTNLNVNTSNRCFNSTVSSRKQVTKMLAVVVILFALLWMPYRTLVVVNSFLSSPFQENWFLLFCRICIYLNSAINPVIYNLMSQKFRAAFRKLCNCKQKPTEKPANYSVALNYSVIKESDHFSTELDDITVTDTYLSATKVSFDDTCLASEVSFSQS
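TRHR-expressing cells loaded with fluo-8 calcium dye; 23 nL library compound pin-transferred, kinetic FDSS fluorescence (Ex 480/Em 530) recorded about 180 s for agonist-induced calcium release, before a 10 nM TRH EC20 addition for potentiator mode.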
Pin1 inhibitor – inhibitors of human Pin1 | AID 504891 | 390,000 tested, 0.009% active | Potency, µM (doses to about 115 µM), for the others: at the highest dose activity, negative = inhibition, usual class: inhibitors | Q13526 | Pin1 FP peptide displacement, HiFluor488, 10 min; active = well fitted inhibition curve with a large enough effect in the polarisation, with a control signal flat, not every such curve was filed as active; inconclusive = small, poorly fitted or top-dose-only effect, or effect the other way, or a change in a side signal; inactive = no such curve, though single readings can be large or run the other way; the % refers to the polarisation; also: potency is read from the fitted curve at half-maximal effect; % is scaled to controls: 0 for no effect and ±100 for the full control effect
Target sequence (Q13526 whole entry, looked up): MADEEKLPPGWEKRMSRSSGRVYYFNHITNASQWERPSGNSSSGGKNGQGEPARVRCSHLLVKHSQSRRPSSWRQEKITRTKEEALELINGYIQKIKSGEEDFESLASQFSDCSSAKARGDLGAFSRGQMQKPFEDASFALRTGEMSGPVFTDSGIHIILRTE
TRHR enhancer – TRH receptor (human) allosteric enhancement | P34981 | TRHR cells, fluo-8 calcium fluorescence, EC20 TRH enhancement | enhancement, % at 2 µM | 360,000 tested, 0.66% active | AID 493056; in the data active = enhancement above about 30%; also: 0% is about no effect
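Enhancer read-out: after compound pinning and an initial kinetic agonist-mode read, an EC20 of TRH (10 nM final) was injected and fluo-8 calcium signal (Ex 480/Em 530) followed at 1 s/cycle for 100 cycles in TRHR-expressing cells.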
D2 agonist – agonists of human D2 dopamine receptor. P14416. 340,000 tested, 0.53% active. HEK293 T-REx D2 cells, calcium flux agonist mode. AID 485358. activation, % at 2 µM;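 active = activation over 3 SD above normal in the single-dose calcium agonist read, cut at about 30% in these data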; also: 0% is about no effect
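Agonism scored from kinetic calcium signal (1 read/sec, 180 s) following compound pin transfer, after a 10 s baseline. Cells: HEK293 Trex line expressing inducible D2 receptor coupled to calcium, dye-loaded after overnight culture at 30 C.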
TrxR1 substrate – is turned over as a substrate by rat TrxR1. 390,000 tested, 0.01% active. O89049. purified TrxR1 substrate turnover, NADPH consumption readout. Potency, µM (titrated, usually from 114 µM), without a hit: top-dose activity change, negative = substrate turnover; also: potency is read from the fitted curve at half-maximal effect; % is scaled to controls: 0 for no effect and ±100 for the full control effect; nearly all actives have a fitted effect of over 50% in size
Target sequence (O89049 whole entry, looked up): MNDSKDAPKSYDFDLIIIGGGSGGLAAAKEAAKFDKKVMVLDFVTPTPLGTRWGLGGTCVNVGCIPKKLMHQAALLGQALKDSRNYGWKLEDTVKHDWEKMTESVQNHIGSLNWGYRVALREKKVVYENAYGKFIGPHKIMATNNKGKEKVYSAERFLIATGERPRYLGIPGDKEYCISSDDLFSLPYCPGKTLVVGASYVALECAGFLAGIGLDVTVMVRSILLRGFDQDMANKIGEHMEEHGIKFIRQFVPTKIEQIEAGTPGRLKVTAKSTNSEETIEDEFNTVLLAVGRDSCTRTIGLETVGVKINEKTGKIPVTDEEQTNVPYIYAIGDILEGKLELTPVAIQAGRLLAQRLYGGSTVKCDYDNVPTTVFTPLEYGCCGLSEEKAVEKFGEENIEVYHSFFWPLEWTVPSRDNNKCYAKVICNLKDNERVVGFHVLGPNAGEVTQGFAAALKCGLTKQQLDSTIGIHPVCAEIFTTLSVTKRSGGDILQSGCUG
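Rat TrxR1, dispensed at 90 nM, was prereduced with 400 uM NADPH (final) for 5 min at ~22 deg C, then incubated with compound 15 min before 400 uM selenite. A first-read NADPH fluorescence drop versus no-compound background flagged substrates.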
mIDH1 inhibitor – human IDH1 R132H inhibition. O75874. IDH1-R132H enzyme, NADPH consumption, diaphorase/resazurin fluorescence. Potency, µM (doses to about 76.6 µM), for inactives: at the highest dose activity change, negative = inhibition, actives largely listed as inhibitors. 390,000 tested, 0.093% active; also: potency is read from the fitted curve at half-maximal effect; % is scaled to controls: 0 for no effect and ±100 for the full control effect; nearly all actives have a fitted effect of over 65% in size
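IDH1-R132H (0.5 ug/mL dispensed) in pH 7.5 Tris buffer was preincubated 30 min with compound, then given a substrate mix of 0.016 mM NADPH and 2 mM alpha-KG for 80 min at room temperature; remaining NADPH was read by diaphorase/resazurin fluorescence.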
USP1 inh – inhibitors of human USP1/UAF1 deubiquitinase | recombinant USP1/UAF1, Ub-Rhodamine cleavage fluorescence | Potency, µM (titrated, usually from 57.1 µM), without a hit: top-dose activity change, negative = inhibition, hits mostly inhibitors | 390,000 tested, 0.23% active; also: potency is read from the fitted curve at half-maximal effect; % is scaled to controls: 0 for no effect and ±100 for the full control effect; nearly all actives have a fitted effect of over 60% in size; inactives centre near -12
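USP1/UAF1 complex at 1 nM was preincubated with compound for 15 min at room temperature, then Ub-Rho substrate (150nM final) was added. Fluorescence (480/540 nm) was read kinetically, 6 reads every 60 seconds.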
TrxR1 inh – blocks rat thioredoxin reductase 1. recombinant rTrxR1, NADPH fluorescence consumption, selenite substrate. Potency, µM (doses to about 114 µM), without a hit: at the top dose activity change, negative = inhibition, actives largely listed as inhibitors. 390,000 tested, 1% active; also: potency is read from the fitted curve at half-maximal effect; % is scaled to controls: 0 for no effect and ±100 for the full control effect; nearly all actives have a fitted effect of over 65% in size
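Rat TrxR1 (90 nM in the dispensed reagent) was pre-reduced with 400 uM NADPH for 5 min at room temperature, then incubated with compound for 15 min. After 400 uM selenite was added, NADPH fluorescence (Ex 340/Em 450 nm) was followed for 8 min.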
D2 antag – antagonizes the human D2 dopamine receptor. P14416. HEK293 TREx D2 cells, calcium flux, dopamine EC80. inhibition, % at 10 µM. 340,000 tested, 2% active; in the data active = inhibition above about 30%; also: 0% is about no effect
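Calcium mobilization kinetics were recorded at 1 s intervals in tetracycline-induced HEK293 T-REx D2 cells, first for 180 s after compound addition and then 180 s after EC80 dopamine.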
* marks the source's active call; other numbers are inactive results; ? = inconclusive; . = no result given; & = joins results of further samples; [ ] = remark or other dose. Unless noted, calls follow the shape of the dose curve; as a rule, active = well fitted inhibition curve with a large enough effect; inconclusive = small, poorly fitted or top-dose-only effect; inactive = no such curve, though single readings can be large or run the other way. A portion of the library, so the mix of outcomes need not match the whole.

no.	Molecule	TRHR agonist	Pin1 inhibitor	TRHR enhancer	D2 agonist	TrxR1 substrate
1	CCOC(=O)C1=C(CNCCc2ccc(Cl)cc2)NC(=O)NC1c1ccc2c(c1)OCO2 (stereo not drawn)	0.4	1%	41*	-0.9	-8%
2	COc1ccc(N2CCN(C(=O)CC3NC4CCCCC4NC3=O)CC2)cc1 (stereo not drawn)	-1.0	-2%	2	0.1	1%
3	O=S(=O)(c1ccc(OCC(O)CN2CCCC2)cc1)N1CCOCC1 (stereo not drawn)	0.8	-2%	0	-0.5	5%
4	O=[N+]([O-])/C=C/c1cn(Cc2ccccc2)c2ccccc12	-0.5	29%	4	0.2	-2%
5	COC(=O)c1c(-c2c(Cl)cccc2Cl)noc1NC(=O)NN1CCCCC1	0.1	0%	-6	-0.2	2%[57.1 µM]
6	O=C(CCN=C1NS(=O)(=O)c2ccccc21)OCC(=O)c1ccc(F)c(F)c1	-0.3	5%	0	-0.5	-3%[57.1 µM]
7	O=C1OCc2cc(-n3cccc3)ccc21	1.9	?	3	0.0	5%[57.1 µM]
8	O=C(COc1ccc(Br)cc1Br)NC(=S)Nc1cccc(CO)c1	0.7	-6%	-2	-0.7	11%
9	CCc1ccc(NC(=O)CSc2nnc(-c3cnccn3)n2C)cc1	-0.1	-7%	-5	-0.7	1%
10	C=CCOc1c(CNc2cccc(C(=O)O)c2)cccc1OCC	-0.2	5%	9	0.4	58%[activator][57.1 µM]

no.	mIDH1 inhibitor	USP1 inh	TrxR1 inh	D2 antag
1	2%	-8%	10%[57.1 µM]	4
2	5%	-12%	10%	-15
3	8%	-15%	5%	2
4	?	-21%	-32%	-31
5	-17%	-27%	9%[57.1 µM]	12
6	-10%	-6%	-4%[57.1 µM]	-13
7	0%	4%	3%[57.1 µM]	3
8	7%	-4%	25%	-9
9	3%	-14%	-5%	8
10	3%	-11%	6%[57.1 µM]	5

Compounds shown so far with a Cl atom, in the order listed:
no.	Molecule	TRHR agonist	Pin1 inhibitor	TRHR enhancer	D2 agonist	TrxR1 substrate
1	CCOC(=O)C1=C(CNCCc2ccc(Cl)cc2)NC(=O)NC1c1ccc2c(c1)OCO2 (stereo not drawn)	0.4	1%	41*	-0.9	-8%
5	COC(=O)c1c(-c2c(Cl)cccc2Cl)noc1NC(=O)NN1CCCCC1	0.1	0%	-6	-0.2	2%[57.1 µM]

no.	mIDH1 inhibitor	USP1 inh	TrxR1 inh	D2 antag
1	2%	-8%	10%[57.1 µM]	4
5	-17%	-27%	9%[57.1 µM]	12

More results.
no.	Molecule	TRHR agonist	Pin1 inhibitor	TRHR enhancer	D2 agonist	TrxR1 substrate
11	CN(C)CCNC(=O)CNC(=S)N(CCCN1CCOCC1)Cc1cccs1	-0.3	3%	-2	1.8	6%
12	Oc1cccc(-c2nc(-c3cccs3)c(-c3cccs3)[nH]2)c1	1.4	5%	-5	-0.1	22%
13	CCCCn1c(N)c(N(Cc2ccccc2OC)C(=O)C(C)Oc2ccc(F)cc2)c(=O)[nH]c1=O (stereo not drawn)	-0.1	7%	-4	-0.4	2%
14	NC(=O)c1cc(S(=O)(=O)NCc2cccc(Br)c2)cs1	0.0&0.1	6%&-3%	-6&-6	0.7&-0.1	-1%
15	Cc1cc2sc(NC(=O)c3ccco3)nc2cc1Cl	0.0	-1%	4	.	7%
16	O=C(CCNC(=O)c1ccco1)Nc1cccc(Br)c1	-0.4	-3%	-4	1.4	7%[57.1 µM]
17	CN(C)S(=O)(=O)c1ccc2c(c1)N(CC(=O)NCc1ccc(F)cc1)C(=O)CS2	-0.8	2%	4	0.0	-2%[57.1 µM]
18	CCOc1ccc(S(=O)(=O)N2CCCC(C(=O)NCc3cccnc3)C2)cc1C (stereo not drawn)	-1.7	0%	-5	0.4	2%[57.1 µM]
19	O=C(COc1ccc(Br)cc1)NCCCN1CCCC1=O	0.4	-1%	-1	-0.5	-1%
20	CCOC(=O)N1CCC(=NNC(N)=O)CC1	0.4	-2%	0	23	1%[57.1 µM]

no.	mIDH1 inhibitor	USP1 inh	TrxR1 inh	D2 antag
11	-2%	4%	22%	4
12	2%	10%	8%	.
13	7%	-1%	7%	7
14	-2%&5%	-16%&-14%	8%	0
15	-1%	-15%	23%	.
16	4%	-16%	7%[57.1 µM]	10
17	11%	-21%	9%[57.1 µM]	.
18	-3%	-17%	0%[57.1 µM]	25
19	11%	-17%	5%	1
20	-2%	-7%	6%[57.1 µM]	8

Additional compounds
no.	Molecule	TRHR agonist	Pin1 inhibitor	TRHR enhancer	D2 agonist	TrxR1 substrate
21	Cc1ccc(Nc2nc(/N=C/N(C)C)n[nH]2)cc1C	0.1	-5%	-7	-2.8	12%[57.1 µM]
22	O=C(Nc1nnc(S(=O)(=O)N2CCc3ccccc32)s1)c1ccccc1	0.1	-13%	12	0.2	12%[11.4 µM]
23	CCOC(=O)c1c(C2COc3ccccc3O2)csc1N (stereo not drawn)	-0.1	-11%	-1	.	-1%
24	O=C(NNC(=O)c1n[nH]c(=O)c2ccccc12)c1ccc(Br)cc1	-0.2	-6%	-1	1.2	2%
25	CCc1ccc(OCC(=O)Nc2ccc(S(=O)(=O)N3CCCC3)cc2)c(Br)c1	0.0	3%	6	-0.9	4%
26	CCOC(=O)C1CCN(CC(=O)Nc2ccc(OC)c(S(=O)(=O)N3CCCCC3)c2)CC1	.	-1%	.	.	-6%
27	CCCn1c(=O)c2ccccc2n2c(SCc3nc4ccccc4s3)nnc12	-0.6	19%	-9	-1.9	14%
28	Cc1ccc(OCC(=O)c2cc(C)n(-c3ccccc3)c2C)c([N+](=O)[O-])n1	-0.2	2%	2	-1.2	-10%
29	COc1cccc(C(=O)Nc2nc(-c3nnn(-c4cccc(Cl)c4C)c3C)ns2)c1	0.6	21%	-9	0.2	5%[57.1 µM]
30	CN(C)S(=O)(=O)c1cc(C(=O)NCC2CCCO2)c(Cl)cc1Cl (stereo not drawn)	0.3	-7%	-3	-0.8	2%

no.	mIDH1 inhibitor	USP1 inh	TrxR1 inh	D2 antag
21	9%	-9%	12%[57.1 µM]	4
22	0%	-12%	23%[11.4 µM]	.
23	5%	-11%	19%	.
24	7%	-21%	4%	5
25	-1%	-8%	11%	0
26	10%	-15%	0%	.
27	4%	-25%	19%	8
28	3%	-2%	-28%	1
29	2%	-6%	10%[57.1 µM]	.
30	-4%	-15%	8%	-30

In the list so far, these contain a nitro group on carbon:
no.	Molecule	TRHR agonist	Pin1 inhibitor	TRHR enhancer	D2 agonist	TrxR1 substrate
4	O=[N+]([O-])/C=C/c1cn(Cc2ccccc2)c2ccccc12	-0.5	29%	4	0.2	-2%
28	Cc1ccc(OCC(=O)c2cc(C)n(-c3ccccc3)c2C)c([N+](=O)[O-])n1	-0.2	2%	2	-1.2	-10%

no.	mIDH1 inhibitor	USP1 inh	TrxR1 inh	D2 antag
4	?	-21%	-32%	-31
28	3%	-2%	-28%	1

(further entries)
no.	Molecule	TRHR agonist	Pin1 inhibitor	TRHR enhancer	D2 agonist	TrxR1 substrate
31	CC1(C)SC(=S)N(/N=C/c2ccccc2O)C1N(O)C(=O)Nc1ccccc1 (stereo not drawn)	0.4	27%	0	0.0	-3%
32	Clc1ccccc1-c1nc(N/N=C/c2cccnc2)c2ccccc2n1	-0.4	9%	3	-0.3	13%[57.1 µM]
33	CCC(C)(C)n1nnnc1C(c1cccc(C#N)c1)N1CCN(c2cc(C)ccc2C)CC1 (stereo not drawn)	1.2	7%	6	0.3	6%[57.1 µM]
34	COc1cccc(CNC(=O)C(C)n2ccc3cc(S(=O)(=O)N4CCCCCC4)ccc32)c1 (stereo not drawn)	1.0&1.0	40%&35%[activator]	-3&-2	-0.7&0.9	7%&-2%
35	c1ccc(Nc2c3c(nc4ccccc24)CCC3)cc1	-1.1	-4%	-1	-1.7	2%[57.1 µM]
36	CC(NC(=O)C1CCC(CNc2c(N3CCCCC3)c(=O)c2=O)CC1)c1ccccc1 (stereo not drawn)	-0.4	-2%	1	-0.3	1%
37	O=C(CSc1nnc(-c2ccccc2)o1)NC1CCCC1	0.0	-3%	3	0.0	-5%
38	O=C(Nc1ccccc1)c1ccc(N2CCN(c3ccccn3)CC2)c(S(=O)(=O)N2CCOCC2)c1	0.6	4%	2	0.8	28%
39	COc1cc(CCC(=O)Nc2c(C(=O)N3CCN(c4ccccc4)CC3)oc3ccccc23)on1	0.3	12%	0	1.1	-2%
40	CCOc1ccc(C(=O)Nc2cc(-c3nc4ccccc4[nH]3)ccc2Cl)cc1[N+](=O)[O-]	0.8	46%[activator]	0	-0.2	-4%
41	CC(C)C1CC(c2ccccc2)(C(CN)CO)CCO1 (stereo not drawn)	0.7	18%	1	0.4	7%[57.1 µM]
42	CCOc1ccc(CNC(=O)C2CCCN(S(=O)(=O)N(CC)c3ccc(OCC)cc3)C2)cc1 (stereo not drawn)	-2.1	22%	9	-0.7	-13%

no.	mIDH1 inhibitor	USP1 inh	TrxR1 inh	D2 antag
31	-4%	-11%	5%	-4
32	-1%	-8%	26%[57.1 µM]	-13
33	9%	0%	24%[57.1 µM]	3
34	-8%&3%	?	28%&13%	1
35	-11%	-13%	17%[57.1 µM]	-16
36	6%	-6%	17%	-3
37	0%	-22%	7%	-1
38	1%	-24%	13%	-12
39	10%	-13%	34%	6
40	-2%	-19%	0%	5
41	-2%	-10%	6%	3
42	9%	2%	7%	.
